Screening data deposited in PubChem BioAssay by Fisher Drug Discovery Resource Center.
hcGAS inh: human cGAS inhibition; 0.081% of 290,000 active; inhibition, % at 12.5 µM; recombinant h-cGAS, ATP depletion, Kinase-Glo luminescence; AID 1259398; Q8N884;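 also: 0% = vehicle reaction and 100% = reaction without DNA for no activity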
Target sequence (Q8N884 whole entry, looked up): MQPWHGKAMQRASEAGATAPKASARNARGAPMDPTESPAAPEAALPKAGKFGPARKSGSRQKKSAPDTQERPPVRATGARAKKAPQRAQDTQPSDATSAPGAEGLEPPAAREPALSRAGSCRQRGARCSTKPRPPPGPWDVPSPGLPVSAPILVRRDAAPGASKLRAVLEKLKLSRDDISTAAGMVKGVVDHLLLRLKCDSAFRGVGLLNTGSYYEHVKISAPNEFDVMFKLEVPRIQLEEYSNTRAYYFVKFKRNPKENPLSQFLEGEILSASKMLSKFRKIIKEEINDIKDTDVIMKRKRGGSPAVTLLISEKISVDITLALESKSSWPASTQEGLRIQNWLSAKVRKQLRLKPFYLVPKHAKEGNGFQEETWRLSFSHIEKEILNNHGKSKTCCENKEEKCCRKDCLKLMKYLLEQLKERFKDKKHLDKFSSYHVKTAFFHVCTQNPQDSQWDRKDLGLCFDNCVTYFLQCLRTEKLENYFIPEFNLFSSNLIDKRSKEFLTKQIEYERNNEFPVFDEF
mcGAS inh: blocks mouse cGAS activity. Q8C6L5. inhibition, % at 12.5 µM. AID 1259399. 0.15% of 160,000 active. recombinant cGAS, Kinase-Glo ATP depletion luminescence;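 also: 0% = negative control wells and 100% = reference inhibitor with no enzyme activity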
NPYLR7 agonist: mosquito NPYLR7 agonism; HEK293T NPYLR7/Galpha15, GCaMP6s calcium fluorescence; 0.15% of 270,000 active; activation, % at 10 µM; in the data active = activation above about 40%;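 also: 0% = vehicle and 100% = reference agonist at the receptor; some compounds past the cut are filed as inactive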
* = called active by the depositor; . = not tested or not shown. Rule as the data show it, unless noted: active = inhibition above about 40%; inactive = the rest.

SMILES | hcGAS inh | mcGAS inh | NPYLR7 agonist
CCc1[nH]nc2c1C(c1ccncc1Cl)CC(=O)N2 (configuration not stated) | 4 | . | 7
O=c1[nH]c(=S)[nH]c(O)c1C(c1ccncc1)c1c(O)[nH]c(=S)[nH]c1=O | -3 | . | 1
COc1c(C)cnc(CNC(=O)c2ccc(N(C)C)c(F)c2)c1C | -5 | . | 4
CC(C)(CC1CCOCC1)C(=O)O | -4 | . | 25
Nc1cccc2ccc(Cl)nc12 | -6 | . | -4
COc1ccc(C2CC(c3ccc(C)c(C)c3)=NN2C(=O)CN2CCc3ccccc3C2)c(OC)c1 (configuration not stated) | -4 | -6 | 0
Cc1ccc(C(C)C)c(OCC(=O)NCC(O)c2ccc(F)cc2F)c1 (configuration not stated) | 4 | -4 | 0
CC(=O)c1ccc(NC(=O)c2cn(-c3ccccc3)nc2-c2ccc([N+](=O)[O-])cc2)cc1 | -3 | -8 | -7
Cc1nc2ccc(NC(=O)NCC(c3cccs3)N(C)C)cc2s1 (configuration not stated) | -12 | . | 9
CCc1nc2ccc(C(=O)NCCC(C)C)cn2c1N(CC)CCOC | -3 | -1 | -5
Cn1cccc1C1CCCN1CC(=O)NC1CCCc2ccccc21 (configuration not stated) | 1 | . | -32
COc1ccccc1-n1cc(C(=O)N2C[C@H]3C[C@H](O)[C@H](O)C[C@H]3C2)cn1 | 0 | -1 | -4
COC(=O)c1cccc(NC(=O)C(C)C)c1C | -6 | . | 5
CCCn1c(SCC(=O)c2cc(C)n(C(C)C)c2C)n[nH]c1=O | -4 | . | 6
CC(NC(=O)NC1CCN(S(C)(=O)=O)CC1)c1ccccc1Cl (configuration not stated) | -7 | . | 3
CCOC(=O)c1c(NC(=O)c2cc3nc(-c4ccc(F)cc4)cc(C(F)(F)F)n3n2)sc2c1CCCC2 | -5 | -6 | -9
O=C(CSc1ncnc2c1nnn2Cc1ccc(Cl)cc1)NCc1ccccc1Cl | 0 | 2 | 1
COc1cc(-c2c(NC(=O)CC(C)C)oc3c(C)cccc3c2=O)cc(OC)c1OC | -4 | . | 6
CCn1c(-c2cccnc2)nc2cc(NC(=O)COC)cc(C(=O)N(C)Cc3ccc(C)cc3)c21 | -7 | -13 | 17
C=CCCC(O)CN(Cc1nc2sc(C)c(C)c2c(=O)[nH]1)Cc1ccco1 (configuration not stated) | -1 | -3 | 12
CC(=O)N[C@H](C(=O)O)C(C)(C)SN=O | -8 | -4 | 4
Cc1cc(-n2cccn2)ccc1-c1c(-c2ccccc2)ncn1Cc1ncc[nH]1 | -2 | . | 3
O=C1OC(C[N+](=O)[O-])C(Br)=C1Oc1ccccc1 (configuration not stated) | 4 | 8 | -2
CCCSc1ncccc1C(=O)Nc1cccc(C(F)(F)F)c1 | -4 | -4 | -6
Nc1cc(-c2ccc(Cl)c(Cl)c2)nn1-c1ccc(C(=O)NC23CC4CC(CC(C4)C2)C3)cc1 | -5 | -4 | 1
CCOC(=O)c1c(N=Nc2c(O)[nH]c3ccccc23)sc(SC#N)c1-c1ccccc1 | -19 | -11 | 2
CCCC(C(=O)O)N1C(=O)/C(=C/c2ccc(O)c(OCC)c2)SC1=S (configuration not stated) | -3 | -5 | 20
CC(C)N(CC(=O)Nc1cc(C(C)(C)C)nn1-c1ccc(Cl)c(Cl)c1)C(=O)Nc1ccc(F)c(Cl)c1 | -5 | -5 | .
O=S(=O)(c1ccccc1)N1CCN(Cc2cnc(-c3ccccn3)nc2)CC1 | -8 | . | -5
Cc1nc(-c2ccccc2)sc1C(=O)NCCCn1nc(-c2ccc(F)cc2)ccc1=O | -4 | . | -2
CC1CN(C(=O)c2cc3ccsc3n2Cc2cccc(F)c2)CCN1C(=O)COCc1ccccc1 (configuration not stated) | -3 | -5 | .
COc1c(F)cccc1C(=O)N1CCN(c2ncccc2C)CC1 | -5 | -10 | 4
C=CCN1C(=O)NC(c2ccccc2F)C2=C1CN(Cc1cccnc1)C2=O (configuration not stated) | -3 | -3 | -1
CC(C)CCNC(=O)CC(c1ccc(Cl)c(Cl)c1)c1c[nH]c2ccccc12 (configuration not stated) | -1 | 1 | .
COc1ccc(CN2CCCn3cccc3C2c2cccc(Cl)c2)c(OC)c1 (configuration not stated) | 1 | 0 | -2
S=C(Nc1ccccc1)NC1C2CN3CCN(C2)CC1(c1ccccc1)C3 (configuration not stated) | -6 | . | -8
Cc1cc(C)cc(CC(=O)N2CCC2(C)C(=O)NS(=O)(=O)C2CC2)c1 (configuration not stated) | -12 | . | 3
Fc1cccc(CN2CCN(Cc3cc(CN4CCCC4)cs3)CC2)c1 | 0 | -12 | -1
CC(C)O[C@H]1CN(C(=O)c2csc3nc(-c4ccccc4Cl)cn23)C[C@@H]1O | -2 | -12 | 1
CCOC(=O)c1csc(Nc2nc3cc4c(cc3s2)OCO4)n1 | -9 | -8 | 3
O=C(N[C@@H]1CCCCC1NC(=O)C1CCN(C(=O)C(c2ccccc2)c2ccccc2)CC1)c1ccccc1 (some centres not stated) | -4 | -5 | -1
CN1CCCc2cc(C(CNC(=O)c3ccc(Br)o3)N3CCCC3)ccc21 (configuration not stated) | -3 | . | 7
COCCN(CCOC)c1nc(S(=O)(=O)c2ccc(C)cc2)c(Cl)s1 | -10 | . | -6
COc1ccccc1CNC(=O)C1(C)CCN1CCOc1ccc(C)cc1 (configuration not stated) | -10 | . | 1
COc1cc(C)ccc1OCc1nc(C(=O)NC(C)c2ccccc2)cs1 (configuration not stated) | -5 | -4 | -1
COc1ccccc1C(=O)N1CCN(c2ccc(Cl)cc2)C(=O)C1C (configuration not stated) | 3 | 0 | 4
CCCCN(CC(=O)N1c2ccccc2-n2cccc2C1c1cccc(C)c1)C(=O)c1ccc(C(C)(C)C)cc1 (configuration not stated) | -6 | -4 | 17
Cc1cccc2c(N=Nc3ccccc3)c(O)[nH]c12 | -6 | -3 | 6
CCOC(=O)c1cc(-c2cccc(NC(=O)c3cc(Cl)cnc3Cl)c2)n(-c2ccccc2OC)n1 | -7 | -7 | 26
Cc1c(C(=O)N2CCN(C(=O)c3ccccc3F)CC2)cc(-c2ccc(Cl)cc2)n1-c1cccc(F)c1 | -16 | -6 | -3
Next section:
SMILES | hcGAS inh | mcGAS inh | NPYLR7 agonist
COc1ccc(NC(=O)CSc2nc(CC(=O)NCCC3=CCCCC3)cs2)cc1 | 0 | -5 | .
O=c1cc(CSc2nnnn2C2CC2)nc2ccc(Br)cn12 | -3 | . | 7
NC(=O)CSc1ccc(-c2cccc([N+](=O)[O-])c2)nn1 | 5 | -6 | 0
COc1ccc(C2=NOC(CN(Cc3cccc(F)c3)C(=O)c3cccs3)C2)cc1OC (configuration not stated) | 5 | 0 | 6
C/C(=C\c1ccco1)CN1CCOC(CCNS(C)(=O)=O)C1 (configuration not stated) | -6 | -9 | 0
Cc1cc(NC(=O)c2ccc(C(C)(C)C)cc2)no1 | -7 | . | 7
CC(=O)Nc1sc2c(c1-c1nc3ccccc3s1)CCN(Cc1ccccc1)C2 | -3 | -7 | 197*
COc1cc(CNC2CCN(c3ccc(C(=O)NC(C)c4ccccc4)cc3)CC2)cc(OC)c1 (configuration not stated) | -7 | -13 | 19
COc1ccc2c(c1)cc1n2CCN2CCCN=C12 | -10 | -3 | 1
CSc1nc(COC(=O)c2c(NC(C)=O)sc(C)c2C)cc(=O)[nH]1 | -8 | -9 | 2

Single records, from the list above.
COc1ccc(C2=NOC(CN(Cc3cccc(F)c3)C(=O)c3cccs3)C2)cc1OC (configuration not stated) is entered as hcGAS inh = 5; mcGAS inh = 0; NPYLR7 agonist = 6
C/C(=C\c1ccco1)CN1CCOC(CCNS(C)(=O)=O)C1 (configuration not stated) is entered as hcGAS inh = -6; mcGAS inh = -9; NPYLR7 agonist = 0

Further entries
SMILES | hcGAS inh | mcGAS inh | NPYLR7 agonist
CC(C)C[C@@H](NC(=O)C1=C[C@@H](Oc2ccc3c(c2)CCC3)[C@H](O)[C@H](O)C1)C(N)=O | -3 | -6 | -8
O=C(Cc1coc2ccccc2c1=O)c1nc2ccccc2s1 | -7 | . | 3
O=C(c1ccc([N+](=O)[O-])cc1)N1CCN(C(C(=O)N2CCc3ccccc3C2)C2CCCC2)CC1 (configuration not stated) | 0 | . | -6
CCOC(=O)C(=O)Nc1ccc(-c2cccc(-c3cc(OC)ccc3OC)n2)cc1 | 7 | 1 | 1
Cc1cccc(Cn2cccc2CN(CCC(C)C)Cc2ccccc2)c1 | -5 | -6 | .
CCn1c(C2CCN(Cc3cccc(C(=O)OC)n3)CC2)nn(C)c1=O | -5 | -19 | 3
Cn1cc(C(=O)N2CC(=O)Nc3ccccc3C2c2ccccc2)ccc1=O (configuration not stated) | -4 | . | 11
CCn1ccnc1CN(C)Cc1cn(-c2ccccc2)nc1-c1ccc(OC)cc1F | -2 | -8 | 4
Cc1c(Cl)ccc(C(=O)O)c1N | 3 | . | 0
Cc1ccn2c(NC(C)(C)CC(C)(C)C)c(CCc3ccccc3)nc2c1 | 1 | 2 | .

The closing three records of the section above are carried over, then new ones follow.
SMILES | hcGAS inh | mcGAS inh | NPYLR7 agonist
CCn1ccnc1CN(C)Cc1cn(-c2ccccc2)nc1-c1ccc(OC)cc1F | -2 | -8 | 4
Cc1c(Cl)ccc(C(=O)O)c1N | 3 | . | 0
Cc1ccn2c(NC(C)(C)CC(C)(C)C)c(CCc3ccccc3)nc2c1 | 1 | 2 | .
COc1ccc(OCC2CN(C(=O)c3coc(C)c3)CCO2)cc1 (configuration not stated) | -3 | -8 | 28
Cc1[nH]cnc1CSCCn1cnc(-c2ccccc2)c1-c1cnn(C)c1 | -8 | . | 5
Cn1cc(C(=O)NC2CCN(C(=O)c3ccc4c(c3)CCC4)CC2)cn1 | -3 | . | -27
CC(C)c1noc(C(C)n2ccnc2C(C)(C)CN2CCOCC2)n1 (configuration not stated) | -8 | -9 | .
CCn1c(CC2CCN(C(=O)C(C)Cn3nc(C)nc3C)CC2)n[nH]c1=O (configuration not stated) | -5 | -4 | .
CCc1ccc(CNC(=O)c2cc(F)ccc2OC)s1 | 6 | . | -2
Cc1ccc(-c2noc(CCN(Cc3ccccc3)CC(O)COCc3ccccc3)n2)cc1Cl (configuration not stated) | -4 | -4 | 2
Cc1ccc(Cc2cnc(NC(=O)C3Cc4ccc(C)cc4C(=O)O3)s2)cc1 (configuration not stated) | -7 | . | -4
CC(=O)NC(c1ccccc1)c1nc(-c2cnc3ccccc3c2)cs1 (configuration not stated) | -13 | . | 7
COCC(=O)N1CCC2(CC1)CN(Cc1ccc(N(C)C)nc1)CCN2C | -3 | . | 9
CN=c1scc(-c2ccc(OC)cc2)n1N=Cc1ccc(C#N)cc1 | -3 | -5 | 12
CC1CN(c2ccccc2)c2nc3c(c(=O)n(Cc4ccccc4)c(=O)n3C)n2C1 (configuration not stated) | -7 | . | -2
CO[C@H]1CN(c2ccccn2)[C@H]2Cc3c(oc4ccccc34)[C@@H]1C2 | -3 | -7 | 8
C=CCn1c(SCc2ccc(C(=O)NCc3ccncc3)cc2)nnc1-c1cccc(OC)c1 | -3 | -6 | 22
Cc1ccccc1CNC(=O)CN1CCCCC1CCN1CCOCC1 (configuration not stated) | -6 | -16 | 0
CCOC1CC(=O)C12CCCC2 (configuration not stated) | -3 | . | -5
CS(=O)(=O)N1CCc2cc(C(=O)Nc3nc(-c4ccccc4Cl)cs3)ccc21 | -4 | . | -2
CCc1nc2c(OCc3ccc(C(=O)N(C)C)cc3)cccn2c1N(C=O)CC(=O)N(C)C | -5 | -2 | 12
CCNc1ncc(-c2nc(CCc3ccccc3)nn2-c2ccccn2)cn1 | -6 | . | 6
CSc1nc(N)c(C#N)c(C(C)C)c1C#N | -5 | . | -4

Brought forward from above: four entries, followed by the next part.
SMILES | hcGAS inh | mcGAS inh | NPYLR7 agonist
CS(=O)(=O)N1CCc2cc(C(=O)Nc3nc(-c4ccccc4Cl)cs3)ccc21 | -4 | . | -2
CCc1nc2c(OCc3ccc(C(=O)N(C)C)cc3)cccn2c1N(C=O)CC(=O)N(C)C | -5 | -2 | 12
CCNc1ncc(-c2nc(CCc3ccccc3)nn2-c2ccccn2)cn1 | -6 | . | 6
CSc1nc(N)c(C#N)c(C(C)C)c1C#N | -5 | . | -4
N#Cc1ccccc1NC(=O)CCN1CCCc2ccccc21 | -11 | . | 3
CC(=O)NCC(c1ccc2c(c1)CCN2C)N1CCOCC1 (configuration not stated) | 2 | . | 14
CCCc1n[nH]c(=S)n1CC(=O)N1CCN(C(=O)C2CC2)CC1 | -11 | -8 | 0
COc1ccc(C2NC(=O)NC(C)=C2C(=O)Nc2cccc(Cl)c2)cc1 (configuration not stated) | -2 | -5 | -14
CN1CCCC2(CCN(S(=O)(=O)c3ccc(-c4cnco4)s3)C2)C1=O (configuration not stated) | -10 | . | 13
CCOc1ccccc1N1CCN(C(=O)c2ccco2)C(C)C1=O (configuration not stated) | -4 | -2 | 19
Cc1nnc(SCCCNC(=O)c2nn(C)c3c2CCCC3)s1 | -6 | -12 | 8
O=c1nc2n(c3ccccc13)Cc1cc(=O)n3c(sc4ccccc43)c1-2 | -8 | -14 | 7
Cc1ccc(Cn2c(C)c(C(=O)NC3CC3)sc2=O)cc1 | -5 | . | 1

No enrichment for hits. About 0.29% of those tested had a hit in this group.
